UDG counter = Primary qHTS assay for inhibitors of Activation Induced Cytidine Deaminase (AID): UDG Counterscreen signal. Uracil-DNA glycosylase. FRET deamination/UDG coupled assay, UDG read, 4 h. Potency, µM (series often up to 115 µM), without a hit: at the highest dose activity change, negative = inhibition, most hits filed as inhibitors. actives 0.14% (n = 91,000); also: nearly all actives have a fitted effect of over 65% in size
AID inhibitor = Primary qHTS assay for inhibitors of Activation Induced Cytidine Deaminase (AID): AID signal; Potency, µM (highest dose often 115 µM), without a hit: at the top dose activity change, negative = inhibition, most hits filed as inhibitors; AID deamination FRET fluorescence, UDG-coupled, 4 h; actives 0.32% (n = 91,000); also: nearly all actives have a fitted effect of over 25% in size
Target sequence (Q9GZX7 whole entry, looked up): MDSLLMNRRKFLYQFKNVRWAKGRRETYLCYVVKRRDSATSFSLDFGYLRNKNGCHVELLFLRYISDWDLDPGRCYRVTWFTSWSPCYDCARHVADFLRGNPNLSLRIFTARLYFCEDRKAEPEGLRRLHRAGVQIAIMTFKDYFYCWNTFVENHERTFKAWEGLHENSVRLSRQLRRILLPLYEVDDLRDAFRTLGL
The depositor's hits bear a star; & = joins results of further samples; [ ] = dose if it differs, or a comment. Calls follow the shape of the dose curve; as a rule, active = well fitted curve in the direction sought with a large enough effect; inconclusive = small, poorly fitted or top-dose-only effect, or another doubt; inactive = no such curve, though single readings can be large; an effect the other way counts as inactive or inconclusive. % is scaled to controls: 0 for no effect and ±100 for the full control effect; potency is read from the fitted curve at half-maximal effect. This is a subset; rates above refer to the full screens.

`COc1cc(NC(=O)c2noc3c2CSc2ccccc2-3)cc(OC)c1OC` gave UDG counter -7.4%[57.5 µM] and AID inhibitor 53.2%.
Screening CC1Cc2cc(S(=O)(=O)CCC(=O)Nc3cccc(F)c3)ccc2N1C(=O)C1CC1 (stereo not drawn) returned UDG counter -1.1%[57.5 µM] and AID inhibitor -13.1%.
Screening CC(CCc1ccccc1)NC(=O)CSc1n[nH]c(-c2ccccc2Cl)n1 (stereo not drawn) returned UDG counter 12.5% and AID inhibitor 3.4%.
For O=c1oc2cc(O)ccc2cc1-c1nc(-c2ccc(Cl)c(Cl)c2)cs1 the results were UDG counter -3.6% and AID inhibitor 19.1%.
CC1=C(C(=O)Nc2cccc(Cl)c2C)C2(CCCCCC2)OC1=O was read as UDG counter -3.5% and AID inhibitor 14.2%.
Screening CCOC(=O)c1c(C)oc2nc(C)nc(NCCc3ccc(S(N)(=O)=O)cc3)c12 returned UDG counter 5.2% and AID inhibitor inconclusive.
For Cc1ccccc1COc1ccc(C(=O)O)cc1 the results were UDG counter -3.5% and AID inhibitor -11.3%.
CC(C)OCCCNC(=S)NCCc1ccccc1 was read as UDG counter 3.7% and AID inhibitor 3.3%.
Screening O=C(c1ccc(F)cc1)N1CCN(CCc2ccncc2)CC1 returned UDG counter 14.8% and AID inhibitor -17.5%.
`COc1ccc(S(=O)(=O)N(CC(=O)Nc2cccc(C(F)(F)F)c2)c2ccc(C)cc2)cc1` gave UDG counter -11.2% and AID inhibitor 25.1µM*.
For Cc1ccccc1C(=O)Nc1ccc(Cl)cc1C(F)(F)F the results were UDG counter 3.9% and AID inhibitor 0.6%.
Screening Cc1nc2sccn2c(=O)c1S(=O)(=O)NCc1ccccc1 returned UDG counter 9.3% and AID inhibitor -3.0%.
COc1ccc(-c2noc(CN3CCN(c4ccccc4OC)CC3)n2)cc1OC was read as UDG counter -5.7% and AID inhibitor -1.4%.
`CC1CCN(C(=O)c2ccccc2NC(=O)c2nsc3ccccc23)CC1` gave UDG counter -16.8% and AID inhibitor -8.6%.
Screening O=C(CSc1nc2c(c(=O)[nH]1)CN(Cc1ccc3c(c1)OCO3)CC2)Nc1cccc(Cl)c1 returned UDG counter -1.8% and AID inhibitor -6.8%.
Cc1ccc(NC(=O)C2CCCN(S(=O)(=O)c3cccs3)C2)c(C)c1 (stereo not drawn) was read as UDG counter -0.8%[57.5 µM] and AID inhibitor -9.0%.
COc1ccc2c(CNCCc3cccs3)c(C(=O)O)n(Cc3ccccc3)c2c1 was read as UDG counter 1.8% and AID inhibitor -8.1%.
N#Cc1nc(COc2cccc(Cl)c2)oc1NCc1ccco1 was read as UDG counter 11.5% and AID inhibitor 0.1%.
For CC(C)c1noc(-c2ccccc2OCC(=O)Nc2cccc([N+](=O)[O-])c2)n1 the results were UDG counter 63.3%[activator] and AID inhibitor -2.6%.
O=C(CC1N=C2c3ccccc3N=C(SCc3ccc(Cl)cc3)N2C1=O)NC1CCCCC1 (stereo not drawn) was read as UDG counter 26.2% and AID inhibitor -6.1%.
For CCc1ccc(OCC(O)Cn2nc(-c3ccc(F)cc3)oc2=O)cc1 (stereo not drawn) the results were UDG counter 0.6% and AID inhibitor -0.3%.
O=C(NC(=S)NCCc1ccccc1)c1ccc(Cl)cc1 was read as UDG counter 4.0% and AID inhibitor 0.0%.
For CSc1ccc(CCNC(=O)c2ccc3c(Cl)c4c(nc3c2)CCCC4)cc1 the results were UDG counter -6.8% and AID inhibitor -4.4%.
`COC(=O)C1CCCCN1S(=O)(=O)c1cc(C)ccc1F` (stereo not drawn) gave UDG counter 3.6% and AID inhibitor -1.4%.
For COc1ccc(NC(=O)CSc2nc(-c3cc(OC)c(OC)c(OC)c3)[nH]c2-c2ccc(F)cc2)cc1 the results were UDG counter -10.5% and AID inhibitor 3.3%.
`CC(=O)Nc1nonc1-c1nnc(SCC(=O)Nc2cc(Cl)ccc2C)n1C` gave UDG counter 9.6% and AID inhibitor -2.2%.
Screening CCCC12CN3CC(CCC)(CN(C1)C3c1ccc(OC(C)C)cc1)C2=O (stereo not drawn) returned UDG counter -3.3%[57.5 µM] and AID inhibitor -3.1%[57.5 µM].
For Cc1ccc(N2CCN(C(=O)c3cccn4c(=O)c5ccc(Cl)cc5nc34)CC2C)cc1 (stereo not drawn) the results were UDG counter inconclusive and AID inhibitor 16.1%.
`O=C(O)c1cccc(NC(=O)c2cccc(S(=O)(=O)Nc3cccc(F)c3)c2)c1` gave UDG counter -2.8% and AID inhibitor 9.2%.
For Cc1cccc(OCCCC(=O)Nc2sc3c(c2C(N)=O)CCC(C)C3)c1 (stereo not drawn) the results were UDG counter inconclusive and AID inhibitor 26.6%.

Compounds above that contain an aryl thioether with sulfur outside any ring (5):
Screening CC(CCc1ccccc1)NC(=O)CSc1n[nH]c(-c2ccccc2Cl)n1 (stereo not drawn) returned UDG counter 12.5% and AID inhibitor 3.4%.
Screening O=C(CSc1nc2c(c(=O)[nH]1)CN(Cc1ccc3c(c1)OCO3)CC2)Nc1cccc(Cl)c1 returned UDG counter -1.8% and AID inhibitor -6.8%.
For CSc1ccc(CCNC(=O)c2ccc3c(Cl)c4c(nc3c2)CCCC4)cc1 the results were UDG counter -6.8% and AID inhibitor -4.4%.
For COc1ccc(NC(=O)CSc2nc(-c3cc(OC)c(OC)c(OC)c3)[nH]c2-c2ccc(F)cc2)cc1 the results were UDG counter -10.5% and AID inhibitor 3.3%.
`CC(=O)Nc1nonc1-c1nnc(SCC(=O)Nc2cc(Cl)ccc2C)n1C` gave UDG counter 9.6% and AID inhibitor -2.2%.

Continuation:
`O=C(Nc1ccc(-c2noc(-c3ccccc3Br)n2)cc1)c1ccc(Br)o1` gave UDG counter -7.3% and AID inhibitor -2.3%.
Screening COCCNc1ccc(-c2nc(-c3ccco3)no2)cc1[N+](=O)[O-] returned UDG counter 10.0% and AID inhibitor 23.8%.
For CCOc1ccc(NC(=O)Cn2c(C)cc3ccccc3c2=O)cc1 the results were UDG counter -9.6% and AID inhibitor -12.7%.
For Cc1ccc(C(=O)COC(=O)C23CC4CC(CC(O)(C4)C2)C3)s1 the results were UDG counter -12.3% and AID inhibitor 6.7%.
Cc1oc(-c2ccc(C(=O)NCCC(C)C)cc2)nc1CS(=O)(=O)c1ccccc1 was read as UDG counter -9.5%[57.5 µM] and AID inhibitor 9.9%[57.5 µM].
Screening CCOc1ccc(N(CC)S(=O)(=O)N2CCCC(C(=O)Nc3ccc(C(C)=O)cc3)C2)cc1 (stereo not drawn) returned UDG counter 6.5% and AID inhibitor -7.2%.
`COc1ccc(S(=O)(=O)N(Cc2nc(-c3ccc(C)cc3)no2)C2CCCCC2)cc1` gave UDG counter -4.1% and AID inhibitor -17.0%.
Screening Cn1c(=O)cc(SCC(=O)NCCc2ccc(Cl)cc2)c2cc(Cl)ccc21 returned UDG counter -1.8% and AID inhibitor 12.6%.
Screening Cc1cc2c(cc1C)NC(CC(=O)Nc1ccc(C(F)(F)F)cc1)C(=O)N2 (stereo not drawn) returned UDG counter -2.9% and AID inhibitor 5.0%.
CCOc1ccc(OC(=O)c2ccc3c(c2)NC(=O)CS3)cc1 was read as UDG counter 1.2% and AID inhibitor 4.6%.
Screening COc1c(Cl)cc(Cl)cc1CNCCSc1nnnn1C returned UDG counter -4.8% and AID inhibitor -4.0%.
For CCc1cc(=O)oc2c(C)c(OCC(=O)NCCCn3ccnc3)ccc12 the results were UDG counter 10.8% and AID inhibitor -2.7%.
For c1ccc(N2CCSC2c2cccs2)cc1 (stereo not drawn) the results were UDG counter -0.1% and AID inhibitor -3.9%.
For CCN1CCN(Cc2c(O)ccc3c(C)c(-c4ccc(OC)cc4)c(=O)oc23)CC1 the results were UDG counter 7.6% and AID inhibitor 7.7%.
`Cc1ccc2nc(-c3cccc(NC(=O)c4ccc(Br)o4)c3)oc2c1` gave UDG counter 9.0% and AID inhibitor -8.8%.
CCn1c(-n2nc(C)c(C)c2C)nc2c1c(=O)n(CCN1CCCCC1)c(=O)n2C was read as UDG counter -9.7% and AID inhibitor -0.5%.
Cc1ccc(CNC(=O)CCCn2nc(C)n3c(cc4sccc43)c2=O)cc1 was read as UDG counter -5.8% and AID inhibitor 8.2%.
CCN(CC)CCNC(=O)Nc1ccc2c(c1)N(Cc1ccccc1)C(=O)c1ccccc1S2 was read as UDG counter -11.3% and AID inhibitor -6.3%.
For Cc1ccccc1NC(=O)CSc1ccc(-c2ccccn2)nn1 the results were UDG counter 3.4% and AID inhibitor 7.5%.
Screening Cc1ccsc1CN(C(=O)COc1ccc(Br)cc1)C1CCS(=O)(=O)C1 (stereo not drawn) returned UDG counter -14.7% and AID inhibitor -22.3%.
Screening CCc1ccccc1N(CC)C(=O)c1c(C)oc2ncnc(N3CCOCC3)c12 returned UDG counter 6.0% and AID inhibitor 25.6%.
CCN(C(=O)C1CCCC1)C1CC1 was read as UDG counter -2.5% and AID inhibitor 3.2%.
For COc1ccccc1N1CCN(C(=O)Cn2ncc3c2-c2cc(C)ccc2OC3)CC1 the results were UDG counter 2.2%&4.8% and AID inhibitor inconclusive.
Cc1cc(C)c(N)c([N+](=O)[O-])c1 was read as UDG counter 15.5% and AID inhibitor 4.7%.
For CCC(C)NC(=O)CN1C(=O)c2cccnc2Sc2ccccc21 (stereo not drawn) the results were UDG counter -2.1% and AID inhibitor 1.9%.
Screening Cc1ccc(OCCSc2nc3ccccc3n2CCC(=O)O)cc1C returned UDG counter 0.5% and AID inhibitor -8.3%.
`Cc1[nH]c2ccccc2c1C(C(=O)O)N1CCN(c2nsc3ccccc23)CC1` (stereo not drawn) gave UDG counter 2.6% and AID inhibitor 8.0%.
`O=C(COc1ncnc2ccccc12)Nc1ccccc1Cl` gave UDG counter -7.7% and AID inhibitor -0.1%.
COc1cccc(N2CCN(c3ncnc4onc(-c5ccc(Cl)cc5)c34)CC2)c1 was read as UDG counter -7.3% and AID inhibitor inconclusive.
Screening CC1CN(C(=O)NCc2ccccc2)c2cc(Cl)ccc2O1 (stereo not drawn) returned UDG counter -2.0%[57.5 µM] and AID inhibitor 3.1%.
`COC(=O)c1cc(OC)ccc1OCC(=O)NCC(F)(F)F` gave UDG counter 3.5% and AID inhibitor -2.2%.
`COc1ccc(-n2c(=O)c3c(c4cc(OC)ccc4n3C)n(CC(=O)N3CCCC3)c2=O)cc1` gave UDG counter -4.7% and AID inhibitor 3.3%.
Screening Cc1cc2c(n1-c1ccc(C(=O)NCCc3ccc(Cl)cc3)cc1)CCC(C)C2 (stereo not drawn) returned UDG counter -3.9% and AID inhibitor -17.9%.
For C#CCNC(=O)C(C#N)C(=O)CCc1ccc2ccccc2c1 (stereo not drawn) the results were UDG counter -1.3% and AID inhibitor -13.8%.
`CC(Oc1ccccc1)C(=O)N1CCN(Cc2cc(=O)n3nc(-c4ccccc4Cl)sc3n2)CC1` (stereo not drawn) gave UDG counter 19.8% and AID inhibitor 65.5%[activator].
`Cc1ccc(-c2nc3c4ccccc4[nH]c(=O)n3n2)cc1` gave UDG counter -0.4% and AID inhibitor 18.4%.
`O=C(O)c1ccc(F)c(S(=O)(=O)N2CCC2)c1` gave UDG counter -15.3% and AID inhibitor -0.1%.
`COc1ccc2c(c1)c1c(c(=O)n(-c3ccc(OC)c(OC)c3)c(=O)n1Cc1ccccc1C)n2C` gave UDG counter -1.5% and AID inhibitor 11.7%.
CCOc1ccccc1Oc1coc2cc(OCC(=O)N3CCCCCC3)ccc2c1=O was read as UDG counter 13.9% and AID inhibitor -19.3%.
Screening O=C(Nc1ccccc1OCc1cc(=O)n2ccccc2n1)c1cccc(Br)c1 returned UDG counter 3.7% and AID inhibitor 6.9%.
`Cc1ccc(S(=O)(=O)N(CC(=O)Nc2ccc(C(C)C)cc2)Cc2ccccc2)cc1` gave UDG counter -4.3%[57.5 µM] and AID inhibitor -4.9%[57.5 µM].
Screening COc1ccc(Cl)cc1NC(=O)CSc1nc2ccccc2nc1N1CCCCC1 returned UDG counter -0.1% and AID inhibitor -6.5%.
For CCOC(=O)c1cc(NC(C)=O)cc(C(=O)OCC)c1 the results were UDG counter 4.3% and AID inhibitor 0.5%.
Screening COc1ccc(C(=O)NC2Cc3ccccc3C2)cc1 returned UDG counter -5.2% and AID inhibitor -1.1%.
For Cc1cccc(-c2cc(C(=O)O)c3ccc(Br)cc3n2)c1 the results were UDG counter -1.4% and AID inhibitor -12.7%.
For CC(=O)N1CCCc2cc(S(=O)(=O)N(C)CC(=O)Nc3ccc(F)c(Cl)c3)ccc21 the results were UDG counter -5.8% and AID inhibitor -7.6%.
`Cc1ccc(S(=O)(=O)N2CCCc3cc(NS(=O)(=O)c4cccc(Cl)c4)ccc32)cc1` gave UDG counter -0.7% and AID inhibitor 4.5%.
`Cn1c(NC(=O)c2ccco2)c(-c2cccc(C(F)(F)F)c2)c(=O)c2ccccc21` gave UDG counter -6.5% and AID inhibitor 26.5%.
O=C(Cn1ncc2c3ccccc3n(Cc3ccc(Cl)cc3)c2c1=O)NCc1ccccn1 was read as UDG counter 2.9% and AID inhibitor 1.6%.
`Cc1cc(C)c(S(=O)(=O)NCCc2cc3c(C)ccc(C)c3[nH]c2=O)c(C)c1` gave UDG counter -2.5% and AID inhibitor 12.7%.
Screening Cc1cc(C)n(-c2nc3ccccc3nc2N2CCN(C)CC2)n1 returned UDG counter 6.9% and AID inhibitor 13.7%.
COc1cccc(NC(=O)COc2cc(C)cc3oc(=O)cc(C)c23)c1 was read as UDG counter -4.4% and AID inhibitor 0.0%.
`COc1ccc(C(=O)COC(=O)CCc2ccc(-c3ccccc3)o2)cc1` gave UDG counter -5.5% and AID inhibitor 1.1%.
Cc1nn(CC(=O)NCc2cccc(Br)c2)c(=O)c2cccn12 was read as UDG counter -10.1% and AID inhibitor -4.9%.
COC(=O)c1ccc(/C=C2\Oc3cc(OC(=O)C(C)(C)C)ccc3C2=O)cc1 was read as UDG counter 3.2% and AID inhibitor -5.6%.
